# HCV inh – qHTS Assay for Inhibitors of Hepatitis C Virus (HCV); Huh7.5.1 HCVcc-Cre infection, luciferase reporter, 44 h; Potency, µM (series often up to 41.8 µM), inactives show at the top dose activity change, negative = inhibition, most hits filed as inhibitors; 340,000 compounds, 3.4% hits; AID 651820, 2012; also: potency is read from the fitted curve at half-maximal effect
#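 Cells seeded at 1,000/well and cultured 4 h, then compounds added followed by HCVcc-Cre virus (~0.5 moi). After 44 h further culture, luciferase substrate was added, plates held 15 min at room temperature, and luminescence read for 15 sec.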
# HCMV inh – qHTS Assay for inhibitors of the human cytomegalovirus (HCMV); HFF cells, HCMV-luciferase reporter, 72 h; active compounds read low; activity change, negative = inhibition, % at 57.5 µM; 410,000 compounds, 4.5% hits; AID 1259415, 2018; in the data active = activity change below about -60%; inconclusive = no clear call, values can overlap the other calls; inactive = above about -39%
#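 After 16 h attachment at 37C, HFF cells received test compound and HCMV-luciferase (1 PFU/cell); reporter luminescence read 72 h later, data normalized against buffer-only and known inhibitor Salinomycin.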
# AMA1-RON2 inh – qHTS for Inhibitors of AMA1-RON; Towards Development of Antimalarial Drug Lead: Primary Screen. Plasmodium falciparum AMA1 (3D7) - RON2 peptide interaction. AlphaScreen AMA1-biotinylated RON2 peptide binding. Potency, µM (series often up to 58.2 µM), without a hit: at the top dose activity change, negative = inhibition, most hits filed as inhibitors. 360,000 compounds, 0.2% hits. AID 720542, 2013;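 also: potency is read from the fitted curve at half-maximal effect; 0% = vehicle wells and -100% = peptide control; nearly all actives have a fitted effect of over 45% in size; some results filed as inactive show a strong effect at the top dose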
#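 AMA1 (3D7) with his tag at 25 nM final met compounds first, then biotinylated RON2 peptide at 25 nM; detection used donor plus acceptor beads, 10 µg/mL apiece, read by AlphaScreen after 30 min at room temperature.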
# FBPA Giardia inh – qHTS Assay for Inhibitors of Fructose-1,6-bisphosphate Aldolase from Giardia Lamblia. Potency, µM (series often up to 59.6 µM), for the others: top-dose activity, negative = inhibition, hits mostly inhibitors. 290,000 compounds, 0.71% hits. purified Giardia FBPA; also: potency is read from the fitted curve at half-maximal effect; nearly all actives have a fitted effect of over 55% in size
# Target sequence (A8B2U2 whole entry, looked up): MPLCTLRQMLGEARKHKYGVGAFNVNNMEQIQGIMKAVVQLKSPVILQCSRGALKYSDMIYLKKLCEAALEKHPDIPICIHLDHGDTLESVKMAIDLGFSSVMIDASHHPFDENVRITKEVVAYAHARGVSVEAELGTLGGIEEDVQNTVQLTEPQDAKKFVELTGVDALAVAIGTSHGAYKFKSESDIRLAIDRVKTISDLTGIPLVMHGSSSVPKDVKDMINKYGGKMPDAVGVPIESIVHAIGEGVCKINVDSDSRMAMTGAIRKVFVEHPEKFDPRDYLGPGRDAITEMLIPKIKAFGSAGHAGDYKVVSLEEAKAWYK
#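 Giardia FBPA (40 nM reagent) was preincubated 10 min at RT with compound (up to 57.5 uM final), then substrate plus GAPDH/TPI/NAD/arsenate coupling system with diaphorase/resazurin was added; resorufin fluorescence (525/598 nm) was read after 20 min.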
# AmpC inh detg – qHTS Inhibitors of AmpC Beta-Lactamase (assay with detergent). P00811. AmpC hydrolysis of nitrocefin, absorbance 480 nm, 0.01% Triton. Potency, µM (top dose mostly 114 µM), without a hit: top-dose activity change, negative = inhibition, actives largely listed as inhibitors. 370,000 compounds, 0.041% hits. AID 485294, 2010;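 also: potency is read from the fitted curve at half-maximal effect; 0% = no-compound wells and -100% = no-enzyme wells; nearly all actives have a fitted effect of over 25% in size; some results filed as inactive show a strong effect at the top dose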
# Target sequence (P00811 whole entry, looked up): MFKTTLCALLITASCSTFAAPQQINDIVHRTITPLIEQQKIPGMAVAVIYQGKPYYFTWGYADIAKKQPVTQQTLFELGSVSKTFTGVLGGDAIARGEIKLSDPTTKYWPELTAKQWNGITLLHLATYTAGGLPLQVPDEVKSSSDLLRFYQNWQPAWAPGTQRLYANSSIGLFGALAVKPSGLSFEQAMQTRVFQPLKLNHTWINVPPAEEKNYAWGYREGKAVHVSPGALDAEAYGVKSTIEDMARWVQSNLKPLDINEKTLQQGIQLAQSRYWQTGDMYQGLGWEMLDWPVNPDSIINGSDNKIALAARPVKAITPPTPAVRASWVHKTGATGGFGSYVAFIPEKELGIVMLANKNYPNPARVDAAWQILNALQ
#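 20 mM phosphate pH 7.0 + 0.01% (detergent screen) or 0.0001% Triton X-100; 5.3 nM AmpC reagent; cpd preinc 15 min RT; nitrocefin (800 uM stock) to start; A480 q20 s × 4 min; Activity was normalised to no-enzyme and no-compound control wells.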
# Sm TGR block – qHTS Assay for the Inhibitors of Schistosoma Mansoni Peroxiredoxins. Schistosoma mansoni thioredoxin glutathione reductase (TGR), Q962Y6. purified TGR, DTNB reduction, TNB absorbance 405 nm. Potency, µM (titrated, usually from 114 µM), for inactives: at the top dose activity change, negative = inhibition, actives largely listed as inhibitors. 360,000 compounds, 3% hits; also: potency is read from the fitted curve at half-maximal effect; nearly all actives have a fitted effect of over 60% in size
#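 Kinetic colorimetric format: TGR-catalysed, NADPH-driven DTNB reduction monitored via TNB absorbance. Enzyme dispensed at 20 nM; compound exposure 15 min at room temperature before reaction start.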
# Numbers without * were called inactive; ? = inconclusive; nt = no result given; & = joins results of further samples; [ ] = another dose, or the depositor's remark. Unless noted, calls follow the shape of the dose curve; as a rule, active = well fitted curve in the direction sought with a large enough effect; inconclusive = small, poorly fitted or top-dose-only effect, or another doubt; inactive = no such curve, though single readings can be large; an effect the other way counts as inactive or inconclusive. Unless noted, % is scaled to controls: 0 for no effect and ±100 for the full control effect.
SMILES,HCV inh,HCMV inh,AMA1-RON2 inh,FBPA Giardia inh,AmpC inh detg,Sm TGR block
O=C(NCCC1=CCCCC1)c1ccc2c(c1)N(Cc1ccccc1)C(=O)CS2,?,13,0%,0%,-6%,-3%
COC(=O)c1[nH]c2cc(OC)c(OC)cc2c1NC(=O)CN1CCN(Cc2ccccc2)CC1,nt,nt,nt,0%,-9%,3%
COc1ccc(Nc2nc(CC(C)=O)ns2)cc1OC,-4%,-18,4%,-5%,?,13µM*
S=c1[nH]nc(-c2cccnc2)n1/N=C/c1ccccc1,1%,-1,52%[activator],-8%,4%,8%
COc1ccc(N2C(=O)CSC2c2cccc(F)c2)cc1 (centres undefined),0%,-6,-4%,-8%,0%,-4%
CCOc1cc(CNCCc2ccc(S(N)(=O)=O)cc2)ccc1OCC(=O)NC(C)(C)C,?,-17,3%,-4%,-1%,-6%
Cc1oc(C2CC2)cc1C(=O)O,16%,-2,-4%,-5%,-8%,-29%
COc1ccc(CNC(=O)c2cnc3sc(N4CCCC4)nn3c2=O)cc1OC,nt,-7,nt,nt,3%,-7%
CN1OC(COC(=O)c2ccc(Cl)cc2)CC1c1ccccc1 (centres undefined),?,-25,5%,1%,-14%,-11%
CCC(=O)N1CCCc2cc(S(=O)(=O)N3CCC(C(=O)Nc4cccc(Cl)c4)CC3)ccc21,nt,0,nt,nt,-8%,-1%
CCc1c(C)sc2c1CCN(C(=O)Nc1ccccc1C(=O)OC)C2c1ccc(F)cc1 (centres undefined),nt,-1,nt,nt,16%,2%
Cc1ccc(/C(N)=N/OC(=O)CN(C)S(=O)(=O)c2ccc(C)cc2)cc1,-23%,-12,31%[activator],nt,0%,1%
Cc1ccc(OCCN(C)C(=O)c2cc(COc3ccc(F)cc3F)on2)cc1,nt,-25,17%,2%,-5%,1%
CC1CC(=O)Nc2ccccc2N1C(=O)COc1cc(Cl)ccc1Cl (centres undefined),13%,-2,14%,nt,-1%,-4%
CC1(C)CC(=O)/C(=C\c2cccc([N+](=O)[O-])c2)C(C)(C)N1,10%,-86*,-14%,5%,2%,?
COc1ccc(OC)c(N2C(=O)c3cccnc3C2=O)c1,9%,-31,0%,2%,0%,-1%
CCN(CC)S(=O)(=O)c1ccc(NC(=O)c2ccc(CN3CCOCC3)cc2)cc1,?,-95*,-12%,-1%,0%,-1%
COc1ccc(N(CC(=O)Nc2cc(C)on2)S(=O)(=O)c2ccc(Cl)cc2)cc1,14%,-1,4%,-5%,?,-5%
O=C1CCCC/C1=C\Nc1ccc(C(=O)O)c(O)c1,9%,?,5%,-14%,4%,0%
COc1ccc(C(=O)Nc2ccccc2C)cc1S(=O)(=O)N1CCOCC1,3%,16,-4%,nt,6%,2%
COc1ccc(-c2c(C#CC(C)(C)O)c3ccccc3n2C)cc1,?,24,-9%,nt,nt,nt
COc1ccc(C(=O)Oc2ccc(/C=N/NC(=O)c3cccnc3)cc2OC)cc1,6%,-13,-11%,nt,5%,4%
Cc1ccc(C(=O)NC(=S)Nc2ccccc2C)cc1,?,58,12%,-9%,3%,32µM*
COc1cccc(NC(=O)N2CCC(C(=O)Nc3ccc(C)cc3C)CC2)c1,-6%,5,6%,1%,-13%,0%
S=C(Cc1cccnc1)N1CCOCC1,8%,nt,-18%,3%,-9%,-1%

# Continued, starting with the last three of the part before.
SMILES,HCV inh,HCMV inh,AMA1-RON2 inh,FBPA Giardia inh,AmpC inh detg,Sm TGR block
Cc1ccc(C(=O)NC(=S)Nc2ccccc2C)cc1,?,58,12%,-9%,3%,32µM*
COc1cccc(NC(=O)N2CCC(C(=O)Nc3ccc(C)cc3C)CC2)c1,-6%,5,6%,1%,-13%,0%
S=C(Cc1cccnc1)N1CCOCC1,8%,nt,-18%,3%,-9%,-1%
CCC(CC)c1nnc(NC(=O)c2nn(C)c(=O)c3ccccc23)s1,nt,nt,nt,-1%,3%,-8%
Cc1oc(-c2ccc(F)cc2)nc1CN(Cc1ccccn1)CC1CCCO1 (centres undefined),-21%,-6,45%[activator],?,6%,40µM*
O=C(COC(=O)C1=COCCO1)Nc1ccc(F)c(F)c1,3%,-7,-7%,nt,?,5%
c1csc(-c2cn3ccc4ccccc4c3n2)c1,-29%,160,13%,?,-9%,-12%
COC(=O)C1=C(C)Nc2nc3ccccc3n2C1c1cc(OC)c(OC)c(OC)c1 (centres undefined),-18%,343,-10%,3%,-1%,7%
CCCC(=O)Nc1ncnc2c1ncn2[C@@H]1O[C@@H]2COP(=O)(O)O[C@H]2[C@H]1OC(=O)CCC,8%,-7&8,8%&-2%,4%&1%&-15%,0%,7%
COc1cccc(NC(=O)C23CCC(C)(C(=O)O2)C3(C)C)c1 (centres undefined),9%,8,-4%,-1%,1%,-11%
CCOc1cc2c(C#N)c(N(CC)CC)nc(N)c2c(N)n1,3%,5,47%[activator],nt,nt,nt
O=c1c2ccccc2nc(/C=C/c2ccccc2)n1-c1ccc(O)cc1,?,-88*,-13%,-3%,3%,-29%
Cc1ccc(OCC(=O)N2CCC3(CC2)CC(=O)c2ccccc2O3)cc1,-12%,-37,-4%,nt,-8%,-1%
S=c1[nH]c2cc(Cl)ccc2s1,-10%,-2,36%[activator],9%,?,-29%
Cc1ccc(C(=O)OCC(=O)Nc2ccccc2)cc1S(=O)(=O)N1CCCCC1,?,-6,-3%,nt,1%,0%
CCOc1ccc(NS(=O)(=O)c2ccc3[nH]cc(C(=O)N(CC)CC)c(=O)c3c2)cc1,4%,-22,-2%,-23%,-3%,9%
COc1ccc(S(=O)(=O)N(CC(=O)NCc2cccnc2)c2ccc(F)cc2)cc1OC,9%,nt,nt,6%,-4%,-12%
Cc1cc(C)c2oc(-c3ccc(NC(=O)c4cc(Br)ccc4Cl)cc3)nc2c1,nt,-37,nt,nt,-4%,-10%
CCCN(Cc1nnc(-c2cccs2)o1)C(=O)CN1C(=O)NC2(CCC(C)CC2)C1=O (centres undefined),-18%,-2,-8%,nt,-6%,-4%
Cc1cccc(N2CCN(C(=O)c3ccc(Cl)c(S(=O)(=O)N4CCc5ccccc5C4)c3)CC2)c1C,?,-16,-8%[2.32 µM],-2%,-10%,-2%
Fc1ccc2nncc(SCc3ccccc3Cl)c2c1,5%,-26,0%,nt,nt,nt
COc1ccc2cc(C(=O)C3CCCN(C(=O)c4cccnc4)C3)ccc2c1 (centres undefined),?,0,-3%,-2%,7%,-1%
Nc1cccc(S(=O)(=O)Nc2ccc(Br)cc2)c1,0%,0,-11%,0%,2%,8%
CN1CCN(S(=O)(=O)c2cccc(C(=O)NCc3ccc(Cl)cc3)c2)CC1,2%,-21,9%,1%,-15%,-18%
COC(=O)c1c(Oc2ccc(OC)cc2)nnc(-c2ccccc2)c1-c1ccccc1,nt,-28,nt,nt,-9%,4%
Cc1ccc(-c2nc3cccnc3o2)cc1NC(=O)COc1ccc(C(C)(C)C)cc1,?,-29,11%,-6%,2%,-16%
O=C(NC(Cc1ccccc1)C(=O)O)/C(=C\c1ccc([N+](=O)[O-])cc1)NC(=O)c1ccco1 (centres undefined),3%,16,3%,2%,-7%,1%
COc1cc2c(c(OC)c1OC)C(=O)C(=Cc1ccccc1)O2,?,2,25%,nt,nt,nt

# Following part.
SMILES,HCV inh,HCMV inh,AMA1-RON2 inh,FBPA Giardia inh,AmpC inh detg,Sm TGR block
Cc1ccc(-n2c(SCC(=O)N3CCOCC3)nc(O)c(Cc3ccccc3)c2=O)cc1,13%,24,-5%,11%,2%,-1%
O=C(NCc1ccc2c(c1)CCO2)Nc1ccccc1,-10%,90,0%,0%,1%,-11%
S=C(NCc1cccs1)Nc1ccc(Br)cc1Cl,?,-27,53%[activator],-4%,-2%,-35%
O=C(COc1ccc(Cl)cc1)NCc1nnc(SCC(=O)N2CCCCC2)o1,-4%,-18,4%,3%,-3%,-1%
O/N=C/c1cc2ccccc2n1Cc1ccccc1F,-9%,-4,-2%,3%,-13%,0%
Cc1onc(-c2c(Cl)cccc2Cl)c1C(=O)N1CCN(c2ncccn2)CC1,17%,-18,-2%,-2%,2%,20%
CN(C(=O)COc1ccccc1)c1nnc(-c2cccnc2)s1,16%,47,-1%,5%,0%,4%
COc1cccc(S(=O)(=O)NCc2ccc(C(=O)NCc3ccco3)cc2)c1,21%,12,0%,3%,?,28µM*
COC(C(=O)NNC(=O)CCc1ccccc1)c1ccccc1 (centres undefined),8%,20,50%[activator],1%,4%,3%
O=C(O/N=C1/CCCc2occc21)c1ccccc1,2%,-16,6%,-1%,-12%,-29%
COc1ccccc1-c1cc(C(=O)Nc2cc(C)n(Cc3ccc(Cl)cc3)n2)no1,?,-13,-1%,1%,3%,0%
O=C1c2cccc3cccc(c23)C(=O)N1c1nncs1,9%,-28,0%,0%,-19%,17%[11.4 µM]
Cc1ccc(NC(=S)NC2CC3CCCC(C2)N3Cc2ccco2)cc1 (centres undefined),-21%,-36,3%,-15%,-7%,nt
COC(=O)C1=C(C)NC(=O)CC1c1ccccc1F (centres undefined),10%,56,6%,-2%,-20%,0%
CN(C)/C=C1\Oc2ccc3ccccc3c2C1=O,?,18,1%,?,?,2%
Cc1ccc(C(=O)NC(=S)NNC(=O)CC#N)cc1,18%,-24,81%[activator],?,6%,nt
O=C(c1ccc(Cl)nc1)N1CCN(S(=O)(=O)c2ccc(Cl)cc2)CC1,12%,4,-1%,10%,5%,18%
Clc1cc(Cl)cc(C2=NC(Cc3ccccc3)CO2)c1 (centres undefined),-10%,-15,7%,nt,nt,nt
CC(=O)N1CCc2cc(S(=O)(=O)NC(C(=O)Nc3nc(C)cs3)C(C)C)ccc21 (centres undefined),26%,-61*,25%,-2%,2%,0%
Cc1c(NC(=O)Cc2cccs2)cccc1[N+](=O)[O-],9%,?,13%,4%,-2%,3%
CC(C)c1ccc(NC(=S)N2CCN(Cc3ccccc3)CC2)cc1,-28%,-40,3%,12%,-7%,5%
CC(C)NC(=O)Cn1cnc2c(cnn2-c2ccc(F)cc2)c1=O,16%,15,5%,-9%,3%,-18%
COc1ccc(NC(=O)CN(C)C(=O)c2ccc(N3CCCCCC3)c([N+](=O)[O-])c2)cc1,?,-27,-1%,nt,0%,-9%
Cc1ccc(-c2cc(C(=O)Nc3cccnc3)c3ccccc3n2)o1,6%,115,36%[activator],-12%,-13%,-17%[11.4 µM]

# Molecules listed so far with bromine, in the order listed:
SMILES,HCV inh,HCMV inh,AMA1-RON2 inh,FBPA Giardia inh,AmpC inh detg,Sm TGR block
Cc1cc(C)c2oc(-c3ccc(NC(=O)c4cc(Br)ccc4Cl)cc3)nc2c1,nt,-37,nt,nt,-4%,-10%
Nc1cccc(S(=O)(=O)Nc2ccc(Br)cc2)c1,0%,0,-11%,0%,2%,8%
S=C(NCc1cccs1)Nc1ccc(Br)cc1Cl,?,-27,53%[activator],-4%,-2%,-35%

# Assay outcomes (PubChem BioAssay)
